pAkt inh – inhibitors of Akt phosphorylation. Neuro2A IGF-stimulated pAkt S473 HTRF, 20 min; stronger effect = lower value. actives 0.32% (n = 360,000). activity change, % for hits at 50 µM; in the data active means activity change below about -80%; inconclusive means mostly about -51% to -80%; further: on the % scale 0 is the no-effect control and ±100 the full control effect
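Neuro2A cells (4,500/well, DMEM with 0.5% FBS) were treated with compound at a single 50 µM final concentration, stimulated with 6 nM IGF for 20 min at 37 °C, and lysed. Phospho-Akt Ser473 was read by HTRF as 665/615 ratio ×10^4.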
EPAC2 antagonist – blocks human EPAC2 exchange factor; EPAC2 GEF exchange of Rap1B-BODIPY-GDP, fluorescence; actives 0.18% (n = 360,000); Potency, µM (titrated, usually from 114 µM), for inactives: at the top dose activity, negative = inhibition, most hits filed as inhibitors; AID 720708; further: potency means the concentration at half of the fitted maximal effect; on the % scale 0 is the no-effect control and ±100 the full control effect; nearly all actives have a fitted effect of over 45% in size; many of its hits are not listed in these tables
Target sequence (Q8WZA2 whole entry, looked up): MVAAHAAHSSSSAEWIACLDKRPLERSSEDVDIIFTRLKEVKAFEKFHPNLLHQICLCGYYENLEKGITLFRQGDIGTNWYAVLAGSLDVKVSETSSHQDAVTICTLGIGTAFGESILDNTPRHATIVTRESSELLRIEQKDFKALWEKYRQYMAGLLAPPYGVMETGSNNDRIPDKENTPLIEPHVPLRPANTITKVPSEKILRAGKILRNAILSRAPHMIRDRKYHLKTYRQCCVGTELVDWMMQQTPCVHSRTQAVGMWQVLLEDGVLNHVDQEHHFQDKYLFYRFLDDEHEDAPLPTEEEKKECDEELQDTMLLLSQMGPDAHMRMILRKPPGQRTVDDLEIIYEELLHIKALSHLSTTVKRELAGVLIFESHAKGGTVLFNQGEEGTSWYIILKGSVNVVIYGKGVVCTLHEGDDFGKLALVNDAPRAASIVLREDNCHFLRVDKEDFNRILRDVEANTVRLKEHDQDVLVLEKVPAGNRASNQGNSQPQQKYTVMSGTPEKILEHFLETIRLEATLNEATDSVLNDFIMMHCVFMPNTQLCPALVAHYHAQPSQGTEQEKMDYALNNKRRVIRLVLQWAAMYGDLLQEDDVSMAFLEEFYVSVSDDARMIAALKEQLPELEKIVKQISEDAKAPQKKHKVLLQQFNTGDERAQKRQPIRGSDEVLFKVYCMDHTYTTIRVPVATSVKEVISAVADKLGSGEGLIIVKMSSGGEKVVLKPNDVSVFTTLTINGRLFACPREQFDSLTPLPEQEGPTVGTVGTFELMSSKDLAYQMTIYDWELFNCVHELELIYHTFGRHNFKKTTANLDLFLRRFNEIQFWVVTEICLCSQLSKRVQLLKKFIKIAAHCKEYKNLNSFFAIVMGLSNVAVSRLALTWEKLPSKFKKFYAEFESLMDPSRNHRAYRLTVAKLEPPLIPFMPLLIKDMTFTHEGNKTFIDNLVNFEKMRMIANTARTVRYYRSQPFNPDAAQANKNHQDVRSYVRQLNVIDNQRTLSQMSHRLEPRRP
A549 viability – kills or reduces viability of A549 cells in Nrf2 counter-screen; A549 ARE-Fluc cells, CellTiter-Fluor viability, 18-24 h; Potency, µM (series often up to 46 µM), for the others: at the highest dose activity change, negative = cytotoxicity, hits mostly inhibitors; actives 0.16% (n = 390,000); further: potency means the concentration at half of the fitted maximal effect; on the % scale 0 is the no-effect control and ±100 the full control effect
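Cytotoxicity counterscreen: CellTiter-Fluor fluorescence was measured in A549 ARE_Fluc cells after 18-24 h of compound exposure in a concentration series. The subsequent BugLite luminescent read reports ARE-luciferase activity.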
Nrf2 inh – blocks Nrf2 signaling; actives 2.1% (n = 360,000); Potency, µM (titrated, usually from 46 µM), inactives show at the top dose activity change, negative = inhibition, most hits filed as inhibitors; A549 ARE-Fluc reporter, luciferase luminescence, 18-24 h; further: potency means the concentration at half of the fitted maximal effect; on the % scale 0 is the no-effect control and ±100 the full control effect; nearly all actives have a fitted effect of over 60% in size
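Concentration-response testing used A549 ARE_Fluc cells at 5000 cells/well. Following an 18-24 h compound incubation, viability was read by fluorescence (Ex 405/Em 525) and luciferase output by luminescence.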
EPAC2 ag – activates human EPAC2 exchange factor | Q8WZA2 | EPAC2 activation, biochemical qHTS; response scale: 100% = 6.5 mM cAMP response | Potency, µM (series often up to 154 µM), without a hit: at the highest dose activation, usual class: activators | actives 0.079% (n = 360,000) | AID 720711; further: potency means the concentration at half of the fitted maximal effect; nearly all actives have a fitted effect of over 50% in size
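Setup: EPAC2 100 nM, labeled Rap1B complex 250 nM, free GDP 50 uM. Compound titrations pinned in, brief spin, 5 min room temperature incubation. Kinetic fluorescence read over 30 min, normalized to 6.5 mM cAMP.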
TGFb SMAD3 inh – blocks TGF-b signaling; Potency, µM (top dose mostly 46.1 µM), for inactives: at the top dose activity, negative = inhibition, actives largely listed as inhibitors; HepG2 CAGA-GFP TGF-b/SMAD3 reporter, GFP fluorescence, 18 h; TGF-beta stimulated, 500 pg/mL final; actives 1.2% (n = 410,000); further: potency means the concentration at half of the fitted maximal effect; on the % scale 0 is the no-effect control and ±100 the full control effect; nearly all actives have a fitted effect of over 65% in size
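Inhibition of TGF-beta-driven CAGA-GFP reporter expression in HEPG2 cells is measured by cellular GFP fluorescence after 18 h stimulation with 500 pg/mL recombinant TGF-beta in 1% FBS medium at 37 degrees C.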
Nrf2 activator – Nrf2 pathway activation. AREc32 ARE-luciferase reporter (MCF7-derived line), luminescence, 24 h. Potency, µM (series often up to 46.1 µM), without a hit: top-dose activation, most hits filed as activators. actives 0.31% (n = 410,000); further: potency means the concentration at half of the fitted maximal effect; % of control where 0% means no effect; nearly all actives have a fitted effect of over 65% in size
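AREc32 cells carrying an ARE-driven firefly luciferase reporter were seeded at 1000 cells/well in OPTI-MEM with 5% FBS, then exposed to compound for 24 hr at 37 deg C. Luminescence was read with Steady-Glo after 30 min at RT.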
CCT chaperon mod – modulators of cytosolic chaperonin (CCT/TRiC) activity; AID 651819; actives 0.3% (n = 360,000); purified chaperonin ATPase assay, HTRF ADP detection, 30 min; activity change, % (concentration not given with the values), hits read low; in the data active means activity change below about -30%; further: on the % scale 0 is the no-effect control and ±100 the full control effect
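Enzyme 40 or 20 nM (batch-dependent) in Tris pH 7.4/KCl/MgCl2/DTT; cpd 76 uM single point; ATP 10 uM; 30 min 37 °C; Transcreener ADP HTRF detection, 30 min RT; ratio 665/615.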
MmCpn inh – M. maripaludis TRiC chaperonin inhibition. actives 0.031% (n = 330,000). purified Mm-Cpn ATPase, ADP Transcreener TR-FRET. Potency, µM (top dose mostly 76.9 µM), inactives show top-dose activity, negative = inhibition, most hits filed as inhibitors; further: potency means the concentration at half of the fitted maximal effect; on the % scale 0 is the no-effect control and ±100 the full control effect; nearly all actives have a fitted effect of over 80% in size
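Measured: ADP formation by purified Mm-CPN. Conditions: 25 nM protein, 10 uM ATP, Tris pH 7.4 with Mg2+, K+ and DTT, 37°C for 30 min. Detection: Transcreener HTRF after 30 min at room temperature.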
Numbers without * were called inactive. Unless noted, the call rests on the fitted dose curve; in most records, active means well fitted curve in the direction sought with a large enough effect; inconclusive means small, poorly fitted or top-dose-only effect, or another doubt; inactive means no such curve, though single readings can be large; an effect the other way counts as inactive or inconclusive.

Results for O=C/C(=C\Nc1ccc(C(=O)N2CCOCC2)cc1)c1nc2ccccc2o1 ?
pAkt inh: inactive; EPAC2 antagonist: 4%; A549 viability: -10%; Nrf2 inh: 20%; EPAC2 ag: -2%; TGFb SMAD3 inh: 3%; Nrf2 activator: 24%; CCT chaperon mod: -0.2; MmCpn inh: 1%

Results for CCOc1ccc(-c2csc(C3COc4ccccc4O3)n2)cc1 (configuration not stated) ?
pAkt inh: inactive; EPAC2 antagonist: -2%; A549 viability: -4%; Nrf2 inh: inconclusive; EPAC2 ag: -6%; TGFb SMAD3 inh: -10%; Nrf2 activator: -0.4%; CCT chaperon mod: -3.4

What do the screens show for `CCOC(=O)Cc1csc(NC(=S)NC(=O)c2ccc([N+](=O)[O-])cc2)n1`?
pAkt inh: inactive; EPAC2 antagonist: 4%; A549 viability: 4%; Nrf2 inh: 11%; EPAC2 ag: 19%; TGFb SMAD3 inh: -14%; Nrf2 activator: -1.3%; CCT chaperon mod: 0.2; MmCpn inh: 0%

What do the screens show for `N#Cc1ccccc1NC(=O)CN(Cc1ccccc1)Cc1ccccc1`?
pAkt inh: inactive; EPAC2 antagonist: inconclusive; A549 viability: 18%; Nrf2 inh: -15%; EPAC2 ag: 8%; TGFb SMAD3 inh: 4%; Nrf2 activator: 11%; CCT chaperon mod: -0.7; MmCpn inh: 0%

How did S=C(NC1CCCC1)NN1CCOCC1 do in these assays?
pAkt inh: inactive; EPAC2 antagonist: -6%; A549 viability: 1%; Nrf2 inh: -4%; EPAC2 ag: 7%; TGFb SMAD3 inh: 6%; Nrf2 activator: -0.4%; CCT chaperon mod: -4.3; MmCpn inh: inconclusive

Results for Cc1nc(-c2cccc(NC(=O)c3ccc(-n4nccc4C)cc3)c2)cs1 ?
pAkt inh: inactive; EPAC2 antagonist: 8%; A549 viability: -10%; Nrf2 inh: 16µM*; EPAC2 ag: 21%; TGFb SMAD3 inh: inconclusive; Nrf2 activator: -0.5%; CCT chaperon mod: 1.8; MmCpn inh: -16%

How did O=C(O)c1cc(-c2ccccc2)nc(-c2ccccc2)c1 do in these assays?
pAkt inh: inactive; EPAC2 antagonist: -11%; A549 viability: -6%; Nrf2 inh: 10%; EPAC2 ag: -2%; TGFb SMAD3 inh: 1%; Nrf2 activator: -1.3%; CCT chaperon mod: 0.8; MmCpn inh: 0%

Results for COc1ccc(-c2nn(-c3ccccc3)cc2C(=O)NCC(c2cccs2)N2CCOCC2)cc1 (configuration not stated) ?
pAkt inh: inactive; EPAC2 antagonist: -1%; A549 viability: -6%; Nrf2 inh: -26%; EPAC2 ag: 16%; TGFb SMAD3 inh: 1%; Nrf2 activator: 0.2%; CCT chaperon mod: 1.0; MmCpn inh: 0%

What do the screens show for `CC(=O)OCC1(C)CN(c2ccccc2)N(C(C)=O)C1=O` (configuration not stated)?
pAkt inh: inactive; EPAC2 antagonist: -1%; A549 viability: 1%; Nrf2 inh: -2%; EPAC2 ag: 2%; TGFb SMAD3 inh: -8%; Nrf2 activator: 0.3%; CCT chaperon mod: 1.8; MmCpn inh: -1%

What do the screens show for `Cc1ccc(C(=O)c2coc3ccc(OCC(=O)O)cc23)cc1`?
pAkt inh: inactive; EPAC2 antagonist: 2%; A549 viability: 0%; Nrf2 inh: -23%; EPAC2 ag: 5%; TGFb SMAD3 inh: 12%; Nrf2 activator: -0.4%; CCT chaperon mod: -1.2; MmCpn inh: 1%

Part of the list above in order of count of non-hydrogen atoms, smallest number first.
Results for CCOc1ccc(-c2csc(C3COc4ccccc4O3)n2)cc1 (configuration not stated) ?
pAkt inh: inactive; EPAC2 antagonist: -2%; A549 viability: -4%; Nrf2 inh: inconclusive; EPAC2 ag: -6%; TGFb SMAD3 inh: -10%; Nrf2 activator: -0.4%; CCT chaperon mod: -3.4

What do the screens show for `CCOC(=O)Cc1csc(NC(=S)NC(=O)c2ccc([N+](=O)[O-])cc2)n1`?
pAkt inh: inactive; EPAC2 antagonist: 4%; A549 viability: 4%; Nrf2 inh: 11%; EPAC2 ag: 19%; TGFb SMAD3 inh: -14%; Nrf2 activator: -1.3%; CCT chaperon mod: 0.2; MmCpn inh: 0%

Results for COc1ccc(-c2nn(-c3ccccc3)cc2C(=O)NCC(c2cccs2)N2CCOCC2)cc1 (configuration not stated) ?
pAkt inh: inactive; EPAC2 antagonist: -1%; A549 viability: -6%; Nrf2 inh: -26%; EPAC2 ag: 16%; TGFb SMAD3 inh: 1%; Nrf2 activator: 0.2%; CCT chaperon mod: 1.0; MmCpn inh: 0%

Following part:
How did CCC(C)NCCOc1ccc(Br)cc1 (configuration not stated) do in these assays?
pAkt inh: inactive; EPAC2 antagonist: 5%; A549 viability: -5%; Nrf2 inh: -4%; EPAC2 ag: 0%; TGFb SMAD3 inh: -2%; Nrf2 activator: -0.1%; CCT chaperon mod: -0.1; MmCpn inh: -1%

How did COc1ccc(C2Nc3ccccc3C(=O)N2c2ccc(F)cc2)cc1CSc1ccccn1 (configuration not stated) do in these assays?
pAkt inh: inactive; EPAC2 antagonist: -18%; A549 viability: 3%; Nrf2 inh: 3%; EPAC2 ag: -2%; TGFb SMAD3 inh: 0%; Nrf2 activator: 2.9%; CCT chaperon mod: -2.1; MmCpn inh: -1%

What do the screens show for `COc1ccc(NC(=O)c2cc(C)nc3c2c(C)nn3-c2ccc(C)cc2)cc1OC`?
A549 viability: -3%; Nrf2 inh: -20%; TGFb SMAD3 inh: -14%; Nrf2 activator: 3.6%

Results for Cc1ccc(N(CC2CO2)S(=O)(=O)c2ccccc2[N+](=O)[O-])cc1 (configuration not stated) ?
pAkt inh: inactive; EPAC2 antagonist: 3%; A549 viability: 0%; Nrf2 inh: 3%; EPAC2 ag: 13%; TGFb SMAD3 inh: 3%; Nrf2 activator: 22%; CCT chaperon mod: 1.6; MmCpn inh: -1%

How did CN1CCN(CCCNC(=O)c2ccc(/C=C3\Oc4ccccc4N(Cc4ccc(Cl)cc4)C3=O)cc2)CC1 do in these assays?
EPAC2 antagonist: 3%; A549 viability: 1%; Nrf2 inh: -5%; EPAC2 ag: 7%; TGFb SMAD3 inh: inconclusive; Nrf2 activator: -0.2%; CCT chaperon mod: -1.5; MmCpn inh: -8%

What do the screens show for `Cc1ccc(NC(=O)c2cc(CN3CCOCC3)on2)cc1Cl`?
A549 viability: -1%; Nrf2 inh: inconclusive; TGFb SMAD3 inh: -5%; Nrf2 activator: 4.7%

Results for COc1ccc(N(Cc2cc3ccc(C)cc3[nH]c2=O)C(=O)C2CCCO2)cc1 (configuration not stated) ?
pAkt inh: inactive; EPAC2 antagonist: 2%; A549 viability: 0%; Nrf2 inh: 13%; EPAC2 ag: 14%; TGFb SMAD3 inh: 10%; Nrf2 activator: -0.5%; CCT chaperon mod: -0.7; MmCpn inh: -2%

How did O=C(CP(=O)(c1ccccc1)c1ccccc1)N1CCCCC1 do in these assays?
pAkt inh: inactive; EPAC2 antagonist: 5%; A549 viability: -1%; Nrf2 inh: -1%; EPAC2 ag: 13%; TGFb SMAD3 inh: -4%; Nrf2 activator: -0.4%; CCT chaperon mod: -1.2; MmCpn inh: 2%

Results for CCCS(=O)(=O)c1c(S(=O)(=O)CCC)c2cnccn2c1C(=O)c1ccc(Cl)cc1 ?
pAkt inh: inactive; EPAC2 antagonist: -1%; A549 viability: -3%; EPAC2 ag: 5%; TGFb SMAD3 inh: -2%; Nrf2 activator: 2.0%; CCT chaperon mod: -0.9; MmCpn inh: -3%

How did O=S(=O)(c1ccc(F)c(F)c1F)N1CCN(C(=S)NC2CC3CCC2C3)CC1 (configuration not stated) do in these assays?
pAkt inh: inactive; EPAC2 antagonist: 2%; A549 viability: 3%; Nrf2 inh: 15%; EPAC2 ag: 4%; TGFb SMAD3 inh: -15%; Nrf2 activator: -0.5%; CCT chaperon mod: -0.7; MmCpn inh: 0%

How did CC(=O)Nc1ccc(-n2c(C)c(C(C)=O)c(C(C)=O)c2C)cc1 do in these assays?
pAkt inh: inactive; EPAC2 antagonist: 6%; A549 viability: -2%; EPAC2 ag: 9%; TGFb SMAD3 inh: 0%; Nrf2 activator: -0.8%; CCT chaperon mod: 2.7; MmCpn inh: 1%

What do the screens show for `Cc1ccnc(NC(=O)COc2c(C)cc(C)cc2[N+](=O)[O-])c1`?
pAkt inh: inactive; EPAC2 antagonist: 1%; A549 viability: 3%; Nrf2 inh: -28%; EPAC2 ag: -4%; TGFb SMAD3 inh: -2%; Nrf2 activator: 4.2%; CCT chaperon mod: -0.1; MmCpn inh: -5%

What do the screens show for `COc1cc(/C=N/N=C(\N)c2nonc2N)cc(OC)c1OC`?
pAkt inh: inactive; EPAC2 antagonist: 19%; A549 viability: 1%; Nrf2 inh: inconclusive; EPAC2 ag: -3%; TGFb SMAD3 inh: -12%; Nrf2 activator: 3.7%; CCT chaperon mod: 0.5; MmCpn inh: 2%

Results for Cc1ccc(NC(=O)CN(C)C(=O)Cn2nnc(-c3ccccc3)n2)cc1 ?
pAkt inh: inactive; EPAC2 antagonist: -15%; A549 viability: -1%; Nrf2 inh: -5%; EPAC2 ag: 5%; TGFb SMAD3 inh: -8%; Nrf2 activator: -0.4%; CCT chaperon mod: 0.0; MmCpn inh: -6%

Results for CCSc1nc2cc(OC)c(OC)cc2c(=O)n1CCc1ccccc1 ?
pAkt inh: inactive; EPAC2 antagonist: 1%; A549 viability: 1%; EPAC2 ag: -2%; TGFb SMAD3 inh: 6%; Nrf2 activator: 0.0%; CCT chaperon mod: -5.5; MmCpn inh: 1%

Results for COc1cccc(N(Cc2nnc3n2CCCCC3)C(=O)Nc2ccccc2F)c1 ?
pAkt inh: inactive; EPAC2 antagonist: 7%; A549 viability: 1%; Nrf2 inh: -8%; EPAC2 ag: 10%; TGFb SMAD3 inh: -1%; Nrf2 activator: -0.4%; CCT chaperon mod: -4.7; MmCpn inh: 1%

Compound activity from PubChem.

Some of the compounds tested; the hit share may differ from the screen's.
